From PubChem BioAssay
NSD2 HMT inh = blocks human histone methyltransferase NSD2; O96028; NSD2 peptide methylation, AlphaScreen, 120 min; 310,000 compounds, 0.54% hits; inhibition, % at 12.5 µM; in the data active means inhibition above about 50%
Target sequence (O96028 whole entry, looked up): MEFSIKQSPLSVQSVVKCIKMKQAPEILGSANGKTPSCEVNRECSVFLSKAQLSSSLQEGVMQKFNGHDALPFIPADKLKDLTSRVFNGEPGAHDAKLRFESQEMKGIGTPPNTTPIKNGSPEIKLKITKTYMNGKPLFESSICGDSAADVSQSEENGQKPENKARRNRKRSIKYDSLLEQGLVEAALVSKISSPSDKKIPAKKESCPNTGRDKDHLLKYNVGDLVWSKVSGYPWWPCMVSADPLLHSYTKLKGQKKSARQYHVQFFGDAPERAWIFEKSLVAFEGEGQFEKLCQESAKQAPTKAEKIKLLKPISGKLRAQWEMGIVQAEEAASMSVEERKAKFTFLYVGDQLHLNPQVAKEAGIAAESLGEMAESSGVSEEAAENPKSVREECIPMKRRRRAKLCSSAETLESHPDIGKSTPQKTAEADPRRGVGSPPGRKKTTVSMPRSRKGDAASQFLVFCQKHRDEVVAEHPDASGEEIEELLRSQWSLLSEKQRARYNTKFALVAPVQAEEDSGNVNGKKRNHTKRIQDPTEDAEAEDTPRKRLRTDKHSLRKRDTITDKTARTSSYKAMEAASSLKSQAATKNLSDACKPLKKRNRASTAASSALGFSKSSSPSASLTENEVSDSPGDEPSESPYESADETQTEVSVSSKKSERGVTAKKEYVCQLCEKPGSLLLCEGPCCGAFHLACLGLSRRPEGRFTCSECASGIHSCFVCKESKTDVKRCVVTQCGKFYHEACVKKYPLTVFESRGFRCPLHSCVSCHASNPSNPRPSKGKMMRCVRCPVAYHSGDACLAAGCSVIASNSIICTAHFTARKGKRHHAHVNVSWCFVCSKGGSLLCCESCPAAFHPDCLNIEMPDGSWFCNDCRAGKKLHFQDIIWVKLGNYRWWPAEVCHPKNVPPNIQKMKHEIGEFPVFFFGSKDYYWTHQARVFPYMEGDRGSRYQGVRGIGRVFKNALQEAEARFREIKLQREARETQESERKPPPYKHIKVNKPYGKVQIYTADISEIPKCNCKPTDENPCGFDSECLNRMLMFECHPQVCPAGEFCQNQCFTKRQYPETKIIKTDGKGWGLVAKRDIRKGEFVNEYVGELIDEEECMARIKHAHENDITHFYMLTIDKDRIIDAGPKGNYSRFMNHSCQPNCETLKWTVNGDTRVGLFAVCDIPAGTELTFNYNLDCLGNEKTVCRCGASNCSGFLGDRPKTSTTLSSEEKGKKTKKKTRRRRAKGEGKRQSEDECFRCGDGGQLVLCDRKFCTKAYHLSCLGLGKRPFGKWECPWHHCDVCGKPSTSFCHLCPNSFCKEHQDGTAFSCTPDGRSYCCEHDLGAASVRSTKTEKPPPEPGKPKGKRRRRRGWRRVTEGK
RTF Ca sens inh = cardiac RTF calcium desensitization | inhibition, % at 7.15 µM | P19429+P45379 | IANBD-labeled cardiac RTF, Ca2+ fluorescence | 340,000 compounds, 0.12% hits | AID 493244;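 active means inhibition above the mean inhibition of all tested compounds plus 3 SD, cut at about 17% in these data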;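 further: assay run at fixed EC70 calcium of 1.6 mM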
Arrestin-AP2 inh = blocks beta-arrestin peptide binding to AP2 adaptin | FITC-arrestin peptide / GST-AP2 beads, flow cytometry; AP2 beta2 appendage carries R879A mutation | inhibition, % at 10 µM | 340,000 compounds, 0.31% hits | AID 504490;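 active means inhibition above a set limit, near 3 SD of compounds lacking own fluorescence, cut at about 54% in these data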;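 further: plate controls were DMSO wells for no effect and 5 µM unlabelled arrestin peptide for full effect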
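Material – GST-tagged AP2 beta2-adaptin appendage (R879A) on 4 µm glutathione beads · Probe or stimulus – fluorescein-tagged arrestin peptide at 50 nM final · Timing – 12 min plus 1 h, RT · Detection – bead flow cytometry, FITC channel · Read-out basis – inhibition as reduced fluorescein signal on beads, percent · Medium – PBS plus Tween 20 (0.05%) and BSA (0.1%)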
CAL PDZ FP-1 = blocks peptide binding to the human CAL PDZ domain; Q9HD26; purified CAL PDZ, TMR-peptide fluorescence polarization, 1 h; inhibition, % at 24.9 µM; 300,000 compounds, 0.92% hits; AID 602252;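 active means mean inhibition of at least 30% with at least half of replicates also reaching 30%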;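 further: 0% = DMSO neutral control and 100% = excess unlabeled competitor peptide PRC23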
Keap1 Nrf2 FP = disrupts human Keap1 binding to Nrf2 peptide; Keap1 Kelch-Nrf2 peptide fluorescence polarization, 1536-well; AID 504523; 340,000 compounds, 0.15% hits; Q14145; inhibition, % at 9.4 µM; in the data active means inhibition above about 12%;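 further: human Keap1 Kelch domain with fluorescein labeled Nrf2 9mer peptide probe; 0% = neutral control wells and 100% = peptide positive control; higher means more block of Keap1 binding to Nrf2 peptide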
V-ATPase pHluor = regulators of yeast V-ATPase proton transport. AID 504577. response, % at 10 µM. S. cerevisiae, pHLuorin cytosolic pH fluorescence. 350,000 compounds, 0.37% hits; in the data active means response mostly above about 7.3%, no sharp cut-off; inactive means mostly below about 5.4%; further: actives read high; inactives centre near 0; some compounds called inactive have numbers as strong as hits
LANA DNA inh = blocks KSHV LANA C-terminal domain binding to DNA. MBP-C-LANA/FAM-LBS DNA binding, fluorescence polarization. inhibition, % at 9 µM. 340,000 compounds, 0.078% hits;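 active means highest replicate inhibition at or above 60% at 9 µM, even if other replicates fall short; inactive means all replicates below 60% inhibition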;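 further: 0% = neutral control wells and 100% = 4 µM acridine orange control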
CAL PDZ FP-2 = blocks peptide binding to human CAL PDZ domain. Q9HD26. purified CAL PDZ, TMR-peptide fluorescence polarization, 1 h. inhibition, % at 20 µM. 330,000 compounds, 0.02% hits. AID 504414;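 active means highest replicate inhibition of at least 40%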;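 further: plate controls were DMSO neutral control wells for no effect and unlabeled competitor peptide control wells for full effect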
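Material: tagged CAL PDZ protein CerCALP, purified; buffer or medium: sodium phosphate/NaCl buffer pH 7.4 with TCEP, IgG, Thesit; also added: fluorescent TMR peptide probe; schedule: 1 h incubation at room temperature before polarization reading; technique: fluorescence polarization from S- and P-plane intensities, G-factor corrected; control set: unlabelled peptide and DMSO controls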
DSG3 Ab inh = blocks pemphigus antibody binding to human desmoglein-3 | DSG3-coupled beads, scFv-anti-DSG3-GFP binding, flow cytometry; active compounds read low | binding (percent of control), % at 10 µM | 310,000 compounds, 0.48% hits | P32926 | AID 588358;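 active means binding more than 3 SD below its plate's average and above zero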;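 further: hits lower antibody fragment binding to DSG3; some compounds called inactive have numbers as strong as hits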
DAGLB inh = diacylglycerol lipase beta (human) inhibition | 340,000 compounds, 0.059% hits | HEK293T DAGLB membrane lysate, EnzChek fluorogenic substrate | AID 504411 | inhibition, % at 5.17 µM | Q8NCG7; in the data active means inhibition above about 34%;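 further: 0% = enzyme with vehicle and 100% = wells lacking enzyme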
Starred values were filed as active, the others as inactive; nt = no result given. Only part of the results is shown. The share of hits here may be higher or lower than overall.

SMILES	NSD2 HMT inh	RTF Ca sens inh	Arrestin-AP2 inh	CAL PDZ FP-1	Keap1 Nrf2 FP	V-ATPase pHluor	LANA DNA inh	CAL PDZ FP-2	DSG3 Ab inh	DAGLB inh
COC(=O)c1sccc1NC(=O)Nc1cccc(F)c1	-3	11	21	-1	-1	1	-1.0	-4.4	85	-4
O=c1c2ccccc2nc(CSc2nnnn2-c2ccccc2)n1-c1ccccc1Cl	-11	0	7	-2	1	5	-0.8	-3.2	106	-4
Nc1ccc(N2CCN(c3ccccc3)CC2)c(F)c1	4	-4	50	nt	0	-1	1.6	-0.9	101	2
COc1cc(C(=O)NNC(=O)c2cc(=O)[nH]c3ccccc23)cc(OC)c1OC	-2	-11	-1	-5	4	-1	-0.9	0.2	98	3
O=C(NC1=C(Nc2ccc(F)cc2)C(=O)c2ccccc2C1=O)c1ccc(Cl)cc1	25	11	-9	70*	-2	-3	0.2	-1.5	nt	25
CN(CC(=O)Nc1ccccc1C(F)(F)F)C(=O)c1cccc(-n2cccc2)c1	3	-4	-1	-4	-5	-1	-10	0.2	103	-1
COc1cc(OC)cc(C(=O)OCC(=O)Nc2ccc(F)cc2F)c1	nt	-2	-3	4	-2	3	-0.6	-1.2	75	-7
COc1cc(C)c(CNC2CCCCC2)cc1C	1	-12	21	-1	-2	-3	12	-2.3	98	2
OCCC1CN(Cc2cc3c(cc2Cl)OCO3)CCN1C1CCCCC1 (configuration not stated)	1	-5	1	-1	-2	-1	1.4	-3.0	85	-1
Cc1cc(=O)[nH]c(SCC(=O)c2ccc(F)c(C)c2)n1	-1	-11	7	-3	-1	-6	1.2	-0.5	109	1
COc1ccc(-n2ccnc2SCC(=O)Nc2ccc(OC)cc2OC)cc1	37	-9	-13	2	-10	-4	2.0	-2.3	106	-3
O=C(CSc1nnc(-c2ccncc2)n1CC1CCCO1)NCc1ccccc1 (configuration not stated)	30	7	1	0	-3	0	-1.0	-1.5	102	-2
COc1ccc(C(CC(=O)O)NC(=O)COc2ccccc2)cc1 (configuration not stated)	0	-9	0	-2	-1	-2	3.1	-2.7	95	1
O=C(CN1C(=O)c2ccccc2C1=O)NCc1ccccn1	-3	-9	-3	0	0	1	-0.6	-1.2	96	-2
Cc1c(NC(=O)c2cc(-c3ccc(Cl)cc3)on2)c(=O)n(-c2ccccc2)n1C	-3	9	24	-7	2	-1	0.2	-3.3	nt	-3
Cc1c(C(=O)OC/C(O)=C(\C#N)c2nc3ccccc3[nH]2)oc2ccc(Br)cc12	2	-3	-2	0	1	1	0.0	0.8	101	2
Nc1ccc(C(=O)Nc2cccc3ncccc23)cc1	-2	-2	21	-3	-7	-3	-1.1	10	96	-3
Cc1nn(Cc2noc(C(=O)NCc3ccccn3)n2)c(C)c1Br	5	0	24	-3	1	-6	-0.3	-2.5	106	-4
N#Cc1ccc(N2CCCC2C(=O)O)c([N+](=O)[O-])c1 (configuration not stated)	-2	12	21	-3	-1	-4	0.4	-0.3	99	3
C[C@@H]1NC(=O)[C@H](CCC(=O)O)NC(=O)c2cc([N+](=O)[O-])cc(F)c2NCCC[C@@H](C(N)=O)NC1=O	nt	12	21	0	-2	0	-0.8	0.7	107	-2
CC(C)c1ccc(NC(=S)Nc2ccc3[nH]c(=O)[nH]c3c2)cc1	8	-5	9	-4	-3	-2	-2.0	0.2	104	2
CC(C)(COC(=O)C(c1ccccc1)c1ccccc1)CN1CCOCC1	-8	2	2	-2	0	-5	-0.9	-0.4	102	-15
COc1ccc(NC(=O)C23CC4CC(C2)CC(c2ccc(C)cc2)(C4)C3)cc1	-1	10	-3	-3	-4	2	-1.9	-0.1	nt	-13
CCN1C(=O)[C@H]2[C@@H](c3ccc(Cl)cc3)N3C(=O)CN(Cc4ccccc4)C(=O)[C@@]3(C)[C@H]2C1=O	nt	-3	21	-1	1	0	1.1	0.6	102	0
CCCCNc1nc2sc3c(c2c(=O)n1-c1cccc(Cl)c1)CCN(C)C3	12	-5	14	-2	-3	2	-1.5	-0.4	117	-2
Following part:
SMILES	NSD2 HMT inh	RTF Ca sens inh	Arrestin-AP2 inh	CAL PDZ FP-1	Keap1 Nrf2 FP	V-ATPase pHluor	LANA DNA inh	CAL PDZ FP-2	DSG3 Ab inh	DAGLB inh
COc1ccc([N+](=O)[O-])cc1NC(=S)NC(C)=O	-1	0	-9	-4	-3	-4	-1.0	-5.7	101	0
COc1cccc(CN(C)C(=O)c2ccccc2Sc2ccccc2C#N)c1OC	1	-5	-13	-2	-5	4	1.5	-2.8	106	-3
COc1ccc(OCC(=O)N/N=c2\oc3c(OC)cccc3cc2C(N)=O)cc1	-1	4	7	7	-5	-9	-3.7	-0.7	84	-1
Cc1ccc(NC(=O)CCCSc2ccccc2)cc1S(=O)(=O)N1CCOCC1	-1	-2	-9	-11	3	-2	-2.1	17	nt	-1
COc1ccc(S(N)(=O)=O)cc1-c1nnc2c3ccccc3c(C)nn12	1	4	5	-4	0	2	2.2	-0.2	109	0
CCOCCCn1c(=N)c(S(=O)(=O)c2ccc(C)cc2)cc2c(=O)n3cc(C)ccc3nc21	1	11	21	3	-1	6	-0.7	-2.5	nt	0
CCOC(=O)/C(C#N)=C/c1cn(CCC(=O)O)nc1-c1cccc(Cl)c1	-2	-1	-6	nt	-6	0	-0.3	-1.0	101	4
COc1ccc(C(=O)N2CC(c3ccccc3)CC2=O)cc1 (configuration not stated)	-2	-4	6	nt	5	-2	-4.4	-1.1	108	1
CC[C@]12c3[nH]c4cc(-c5ccco5)ccc4c3CCN1C(=O)[C@@H](CC(=O)NCc1cccc(C(F)(F)F)c1)C[C@@H]2C(=O)N1CCN(C(=O)c2ccco2)CC1	nt	-6	6	-3	-10	-1	0.1	-0.1	98	5
O=C(NCCCN1CCOCC1)c1sc2ccccc2c1Cl	-45	-13	0	-2	-8	-1	0.2	-2.3	84	0
COC(CNC(=O)c1ccc2c(=O)n(Cc3ccc(Cl)cc3)c(=S)[nH]c2c1)OC	-2	-2	-6	-1	5	-1	-1.5	-0.3	84	3
Clc1ccc(Nc2ncn[nH]2)cc1	12	-4	-14	0	1	0	-0.4	-2.4	103	3
COC(=O)Cc1c(C)nc2nc(NCc3ccccc3OC)[nH]n2c1=O	-2	-8	2	-5	-7	3	1.9	-0.5	102	-2
CC(=O)c1cnc(SCc2ccc(Cl)cc2)nc1C	-3	-2	10	-3	3	1	1.8	0.0	99	-2
CCN(Cc1cc2cc(C)ccc2[nH]c1=O)C(=O)c1cccc([N+](=O)[O-])c1	-2	-8	18	1	-3	6	-0.2	-0.4	104	2
O=C(CCc1nc(-c2ccccc2)no1)NCc1ccco1	-1	0	-5	2	1	-3	-0.9	-2.1	97	0
CCC(c1nnnn1CCc1ccccc1)N(Cc1ccco1)Cc1cc2c(C)ccc(C)c2[nH]c1=O (configuration not stated)	-1	0	-12	-2	-2	0	0.7	-0.8	79	-1
CCCNC(=O)N1CCN(C(c2ccccc2)c2ccccc2)CC1	-1	1	-9	-5	0	-1	1.0	0.8	104	-3
O=C(O)c1sc2cccc(Cl)c2c1Cl	2	3	12	-1	-2	2	1.8	-1.3	100	4
O=C(COc1ncnc2ccccc12)Nc1cc(S(=O)(=O)N2CCOCC2)ccc1Cl	2	-6	1	0	-3	5	-1.0	-1.6	85	0
Cc1c(N=C2N=C(NC(=O)c3cccs3)c3ccccc32)c(=O)n(-c2ccccc2)n1C	7	-32	14	-4	2	0	11	0.1	nt	5
COc1ccc(S(=O)(=O)N(CCC#N)Cc2ccco2)cc1OC	-1	-3	-10	nt	-3	-2	-1.2	-1.5	102	-1
O=S1(=O)C=C(Oc2ccc3ccccc3c2)c2ccccc21	2	8	20	-3	-4	6	0.0	-2.1	96	0
Cc1cc2ccccn2c1C(=O)c1ccc(S(=O)(=O)N(C)C)cc1	3	-10	0	nt	1	0	-1.6	-0.3	98	-1
COc1cccc(NC(=O)NNS(=O)(=O)c2ccc(OC)cc2OC)c1	-2	-6	15	0	-1	3	0.8	0.0	92	1
Next part.
SMILES	NSD2 HMT inh	RTF Ca sens inh	Arrestin-AP2 inh	CAL PDZ FP-1	Keap1 Nrf2 FP	V-ATPase pHluor	LANA DNA inh	CAL PDZ FP-2	DSG3 Ab inh	DAGLB inh
CCOc1ccccc1NC(=O)CSCC(=O)Nc1ccccc1	-1	-1	23	-1	7	2	0.8	-1.3	101	0
COc1ccc(S(=O)(=O)N2CCC(C(=O)N3CCN(C)CC3)CC2)cc1OC	-5	-16	-4	-4	-2	-1	-0.7	0.7	104	0
CCCCN(C(=O)c1ccc2c(c1)S(=O)(=O)N=C1CCCCCN12)c1c(N)n(CC(C)C)c(=O)[nH]c1=O	-2	-7	6	nt	1	0	1.6	-1.1	105	1
CC1CN=C(NC(=O)c2cccc([N+](=O)[O-])c2)S1 (configuration not stated)	0	-3	2	-2	-2	8	-0.6	0.7	107	-1
C/C(=N/OC(=O)c1c(-c2c(Cl)cccc2Cl)noc1C)c1cnccn1	-2	2	-2	-5	-7	-1	1.9	-1.6	nt	-1
CN1C(=O)NC(c2ccccc2)C2=C1CN(Cc1ccco1)C2=O (configuration not stated)	nt	-7	10	nt	-4	1	0.6	-1.2	100	-4
COc1cccc(COC(=O)c2sc3nc4n(c(=O)c3c2C)CCC4)c1OC	0	-16	1	-2	nt	-1	nt	0.8	103	1
O=C(CCl)N=c1sccn1Cc1ccc(Cl)cc1Cl	1	-6	-3	-2	-11	1	0.9	-2.6	94	-1
CCCc1nc2ccccc2c(=O)n1NC(=O)c1c(O)c2ccccc2n(C)c1=O	0	-7	21	-1	0	6	0.8	-0.4	81	1
O=C(NNc1c([N+](=O)[O-])cc(C(F)(F)F)cc1[N+](=O)[O-])c1ccco1	35	3	-12	0	-3	6	1.3	-2.5	107	30
Cc1ccnc(NC(=O)CCC(=O)N(CC(=O)NCc2ccccc2)c2ccc3c(c2)OCO3)c1	0	10	3	24	0	1	0.2	-0.6	nt	1
COc1cccc(-n2c(N)cc(=O)nc2SCC(=O)Nc2cc(C)on2)c1	-2	-7	40	-2	1	-3	-0.3	1.9	97	0
Cn1c(Cn2c(=O)sc3ccccc32)nnc1SCC(=O)NC1CCCCC1	nt	0	11	10	-3	2	7.7	-0.4	113	-2
COc1ccc(-c2cc(C(F)(F)F)nc(SCCC(=O)N3CCCC3)n2)cc1	3	-3	21	-4	-2	-6	-0.9	-2.0	nt	-1

2 of the compounds above, with two lines to a compound:
Order of results: NSD2 HMT inh	RTF Ca sens inh	Arrestin-AP2 inh	CAL PDZ FP-1	Keap1 Nrf2 FP	V-ATPase pHluor	LANA DNA inh	CAL PDZ FP-2	DSG3 Ab inh	DAGLB inh
- Cc1ccnc(NC(=O)CCC(=O)N(CC(=O)NCc2ccccc2)c2ccc3c(c2)OCO3)c1
    0	10	3	24	0	1	0.2	-0.6	nt	1
- COc1cccc(-n2c(N)cc(=O)nc2SCC(=O)Nc2cc(C)on2)c1
    -2	-7	40	-2	1	-3	-0.3	1.9	97	0
